PLK1 PBD inh: blocks phosphopeptide binding to human PLK1 polo-box domain; P53350; Plk1 PBD binding of FITC phosphopeptide, fluorescence polarization; Potency, µM, for the others: max response, negative = inhibition, hits mostly inhibitors; actives 2.8% (n = 360,000); also: potency is read from the fitted curve at half-maximal effect; series mostly up to about 57 µM; % is scaled to controls: 0 for no effect and ±100 for the full control effect; nearly all actives have a fitted effect of over 65% in size
WRN helicase inh: WRN helicase (human) inhibition. WRN helicase unwinding, fluorescent forked duplex, kinetic. Potency, µM (titrated, usually from 114 µM), inactives show at the highest dose activity change, negative = inhibition, usual class: inhibitors. actives 0.46% (n = 360,000); also: potency is read from the fitted curve at half-maximal effect; % is scaled to controls: 0 for no effect and ±100 for the full control effect; nearly all actives have a fitted effect of over 55% in size
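WRN at 20 nM final preincubated with compound 15 min at room temperature; reaction started with 100 nM fluorophore/quencher forked duplex oligonucleotide and 2 mM ATP final. Unwinding followed kinetically by red fluorescence (ex 525, em 598 nm).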
IL2 activator: IL-2 activation; activation, % (series mostly up to about 46 µM); IL-2 activation reporter assay, cell-based qHTS; stimulated with anti-CD3/CD4/CD28 beads; in transgenic mouse T cells; AID 652025; actives 0.065% (n = 360,000); in the data active = activation above about 50%; inconclusive = mostly about 30% to 49%; also: 0% is about no effect
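First, unstimulated transgenic mouse T cells were exposed to compound for 60 min. Next, anti-CD3/anti-CD4-coated beads with anti-CD28 were added. Finally, after 18 h at 37 degrees C, EGFP and DsRed were imaged.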
GLP-1R inv ag: inverse agonists of human GLP-1 receptor. Potency, µM (highest dose often 38.3 µM), for the others: at the highest dose activity change, negative = inhibition, most hits filed as inhibitors. HEK293 GLP-1R CRE-luciferase, luminescence, 24 h; GLP-1R form is constitutively active. P43220. actives 1.6% (n = 410,000); also: potency is read from the fitted curve at half-maximal effect; % is scaled to controls: 0 for no effect and ±100 for the full control effect; nearly all actives have a fitted effect of over 55% in size
Target sequence (P43220 whole entry, looked up): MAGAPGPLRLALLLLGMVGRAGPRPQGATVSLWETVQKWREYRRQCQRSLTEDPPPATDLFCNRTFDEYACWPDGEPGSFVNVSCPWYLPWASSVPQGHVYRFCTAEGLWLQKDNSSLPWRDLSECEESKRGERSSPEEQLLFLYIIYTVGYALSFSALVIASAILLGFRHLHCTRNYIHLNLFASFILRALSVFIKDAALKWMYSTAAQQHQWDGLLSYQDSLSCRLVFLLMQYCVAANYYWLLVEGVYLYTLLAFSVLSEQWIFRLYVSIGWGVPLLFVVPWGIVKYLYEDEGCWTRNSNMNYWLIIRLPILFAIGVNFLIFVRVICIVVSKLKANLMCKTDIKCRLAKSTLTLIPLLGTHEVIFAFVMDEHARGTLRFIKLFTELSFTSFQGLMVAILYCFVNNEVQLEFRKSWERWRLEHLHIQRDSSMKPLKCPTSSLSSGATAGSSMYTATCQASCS
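HEK293 cells stably co-expressing a cAMP-responsive luciferase reporter and constitutively active GLP-1R were seeded, incubated 12 h, then exposed to compounds for 24 h at 37 C. Luminescence was read 12 min after detection reagent; inverse agonists lower signal.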
GLP-1R agonist: GLP-1 receptor (human) agonism | P43220 | Potency, µM (highest dose often 45.6 µM), without a hit: top-dose activation, usual class: activators | actives 0.007% (n = 380,000) | HEK293 GLP-1R CRE-luciferase, luminescence, 4-6 h; cells express a hypersensitive GLP-1R form; also: potency is read from the fitted curve at half-maximal effect; % of control where 0% means no effect
DRD3 agonist: agonists of human D3 dopamine receptor. P35462. D3R DiscoveRx beta-arrestin cells, luminescence, 90 min. max activation, %. actives 0.58% (n = 410,000). AID 652048; in the data active = max activation above about 30%; also: 0% is about no effect; mostly tested at two doses, the higher about 12 µM
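Agonist-mode cell screen: cells plated at 1500/well and incubated overnight at 37 °C, then exposed to library compounds for 90 min at 37 °C. Detection reagent was added for 30–60 min at room temperature, and luminescence was read.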
HEK293 tox: cytotoxicity in counter-screen for GLP-1R inverse agonists. actives 0.13% (n = 410,000). HEK293 cAMP-luciferase reporter cells, luminescence, 24 h. Potency, µM (series often up to 38.3 µM), inactives show at the highest dose activity change, negative = inhibition, actives largely listed as inhibitors;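 also: loss of luciferase light is scored as toxicity; potency is read from the fitted curve at half-maximal effect; % is scaled to controls: 0 for no effect and ±100 for the full control effect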
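Luminescence readout: signal drop marks cytotoxicity. Plated cells grew 12 h at 37 °C, 5% CO2, received 23 nL compound for 24 h, then got luciferase reagent, read after 12 min at RT.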
DRD3 antagonist: antagonists of human D3 dopamine receptor. P35462. D3R cells, DiscoveRx beta-arrestin luminescence, antagonist mode; active compounds read low. max response, negative = inhibition, %. actives 2.5% (n = 360,000). AID 652054; in the data active = max response below about -50%; inconclusive = no clear call, values can overlap the other calls; also: % is scaled to controls: 0 for no effect and ±100 for the full control effect; mostly tested at two doses, the higher about 12 µM
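Cells expressing the human receptor were seeded at 1500 cells/well, incubated overnight at 37 degrees C in 5% CO2, then exposed to library compounds with dopamine controls for 90 minutes at 37 degrees C before luminescent detection.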
PI5P4Ka inh: PI5P4K alpha (human) kinase inhibition; PI5P4Kalpha enzyme, ADP-Glo luminescence, 60 min; active compounds read low; max response, %; actives 1.2% (n = 330,000); P48426; AID 652105; active = max response of -50% or lower; inconclusive = between -30% and -50%; inactive = -30% or higher; also: value at the top dose of about 77 µM; % is scaled to controls: 0 for no effect and ±100 for the full control effect
Target sequence (P48426 whole entry, looked up): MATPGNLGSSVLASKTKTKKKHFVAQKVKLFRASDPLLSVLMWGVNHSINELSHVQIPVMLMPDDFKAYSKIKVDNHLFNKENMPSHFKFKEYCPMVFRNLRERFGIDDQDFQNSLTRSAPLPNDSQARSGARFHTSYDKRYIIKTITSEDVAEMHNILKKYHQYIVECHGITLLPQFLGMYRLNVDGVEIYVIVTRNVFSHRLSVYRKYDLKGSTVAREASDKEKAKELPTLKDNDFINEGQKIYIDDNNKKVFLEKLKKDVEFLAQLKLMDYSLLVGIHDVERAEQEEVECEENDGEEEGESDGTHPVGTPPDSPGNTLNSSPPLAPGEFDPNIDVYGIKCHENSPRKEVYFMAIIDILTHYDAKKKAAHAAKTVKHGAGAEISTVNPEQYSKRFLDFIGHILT
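Human PI5P4Kalpha with substrate in 0.038 M HEPES pH 7.4, 0.28 mM EGTA, 0.1% CHAPS, 5% DMSO; reaction started with 5 microM ATP (final), 60 min at room temperature. ADP formed read by ADP-Glo luminescence.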
* hit, by the source's call; ? = inconclusive; . = no result given; [ ] = dose if it differs, or a comment. Unless noted, calls follow the shape of the dose curve; as a rule, active = well fitted curve in the direction sought with a large enough effect; inconclusive = small, poorly fitted or top-dose-only effect, or another doubt; inactive = no such curve, though single readings can be large; an effect the other way counts as inactive or inconclusive. Hits appear at their usual frequency. About 7.8% of those tested had a hit in this group.

SMILES	PLK1 PBD inh	WRN helicase inh	IL2 activator	GLP-1R inv ag	GLP-1R agonist	DRD3 agonist	HEK293 tox	DRD3 antagonist	PI5P4Ka inh
CCN(CC(O)CON=C1c2ccccc2-c2ccccc21)S(=O)(=O)c1ccc(Cl)cc1 (configuration not stated)	7%	-10%	-3.8	?	-2%	11	-28%	67	2
COc1ccc(Cl)cc1NC(=O)CN(C)S(=O)(=O)c1cccs1	0%	8%[57.1 µM]	-0.2	?	19%	-3	-4%	3	-4
CCC(C)C(NC(=O)c1ccc(Cl)cc1)C(=O)O (configuration not stated)	-11%	2%	-0.4	17%	-10%	-8	3%	30	-5
CCn1c2ccccc2c2nc3cc(S(=O)(=O)N4CCOCC4)ccc3nc21	0.67µM*	?	1.8	158%[activator]	?	1	21%	8	?
C=CCN(C(=O)c1csnn1)C(C(=O)NC1CCCCC1)c1ccc(F)cc1 (configuration not stated)	-2%	3%	-0.2	-9%	8%	6	0%	4	10
CC(=O)c1c(O)c(C)c(O)c2c1OC1=Cc3c(c(C)nn3C)C(=O)C12C (configuration not stated)	2%	1%	-3.9	11%	-4%	7	-31%	29	2
Cc1ccc(C)c(C(=O)CSc2nc3ccccc3c(=O)[nH]2)c1	-9%	-1%[57.1 µM]	0.7	-5%	6%	4	-10%	-20	-2
CCc1ccc(C2C(C#N)=C(N)SC(N)=C2C#N)s1	?	-11%	2.6	5%	8%	1	1%	13	-75*
COc1ccc(OC)c(CCNC(=O)CS(=O)(=O)Cc2nc(-c3cccc(Cl)c3)oc2C)c1	.	.	.	11%	-2%	9	16%	.	.
CC(/C=C/c1cccc([N+](=O)[O-])c1)=N/NC(=O)c1cccnc1	-11%	-1%	0.1	7%	-8%	-4	-15%	4	3
Cc1ccc(NC(=O)Cc2nn(C)c(=O)c3ccccc23)cc1F	3µM*	-9%	0.8	-13%	-1%	5	-15%	14	?
Cc1ccc(S(=O)(=O)N(Cc2cc3ccccc3[nH]c2=O)c2cccc(C)c2)cc1	30µM*	-1%	-1.0	6%	6%	4	-3%	-2	1
COc1ccc(-c2cnc(N)n2CC2CCCO2)cc1 (configuration not stated)	27µM*	1%	-2.6	46%[activator]	5%	-13	3%	?	17
COc1ccc(Nc2nc(C(=O)NCCCN3CCOCC3)cs2)cc1	-4%	-10%	-0.7	6%	3%	-1	5%	7	1
CCOC(=O)c1nn(-c2ccccc2F)c(C)c1C(C)=O	4%	-7%	0.9	47%[activator]	13%	4	1%	-30	-3
CCN(CC(=O)Nc1ccc2c(c1)OCCO2)C(=O)/C=C/c1ccccc1	-7%	2%	-0.4	-11%	21%	2	-4%	-1	1
CN(Cc1ccccc1)C(=O)COC(=O)Cc1ccc(Cl)cc1	1%	5%	-0.2	2%	12%	5	2%	15	-3
Cc1cc(N)n(-c2ccc(Cl)cc2)n1	-12%	4%	-4.9	6%	8%	7	4%	12	8
COc1ccc(-n2nc(C(=O)NCC(=O)NCC3COc4ccccc4O3)c3ccccc3c2=O)c(OC)c1 (configuration not stated)	-2%	-4%	-2.2	0%	-2%	-5	-16%	-6	3
N#C/C(=C\N1CCOCC1)S(=O)(=O)c1ccc(Cl)cc1	-10%	?	0.2	10%	-1%	-2	20%	-9	-4
CC1CCC(NC(=O)c2ccc3c(c2)OCO3)CC1 (configuration not stated)	-5%	0%	-1.5	4µM*	0%	0	-2%	-5	7
COc1ccc(CC(=O)NCc2n[nH]c(=S)n2-c2cccc(C)c2)cc1	1%	14%	1.6	0%	2%	7	-5%	-29	0
O=C(NC1CCCCC1)c1cc(C2CC2)on1	-3%	3%	-1.3	6%	2%	1	7%	7	-1
CCC1CCCCN1C(=O)CSc1nnc(CNC(=O)c2ccco2)o1 (configuration not stated)	-4%	1%	3.2	18%	-6%	-1	4%	-20	7
[N-]=[N+]=NCCN1CCN(Cc2ccccc2)CCC1=O	-10%	4%	0.0	-3%	7%	-6	3%	10	-1
O=C1OCCC1Sc1nnc(-c2ccc(Cl)cc2)n1Cc1ccccc1 (configuration not stated)	-6%	1%	-5.5	0%	6%	20	-1%	-12	-8
COc1ccccc1C(CNC(=O)c1ccco1)N1CCCC1 (configuration not stated)	-4%	0%	0.1	21%	-2%	-1	-2%	-4	12
O=C(CN1C(=O)c2ccccc2C1=O)NCc1ccc(F)cc1	7.5µM*	-6%	-0.3	9%	0%	2	-8%	18	-19
Cc1ccc(OCC(=O)N2CC(C)OC(C)C2)c([N+](=O)[O-])n1 (configuration not stated)	-3%	0%	0.7	7%	1%	7	-7%	13	-4
CCCC(C)NC(=O)Cc1ccccc1 (configuration not stated)	-5%	0%	0.7	34%[activator]	-1%	3	27%	-5	1

Arranged by molar mass (low to high): part of the list above
SMILES	PLK1 PBD inh	WRN helicase inh	IL2 activator	GLP-1R inv ag	GLP-1R agonist	DRD3 agonist	HEK293 tox	DRD3 antagonist	PI5P4Ka inh
N#C/C(=C\N1CCOCC1)S(=O)(=O)c1ccc(Cl)cc1	-10%	?	0.2	10%	-1%	-2	20%	-9	-4
CC(=O)c1c(O)c(C)c(O)c2c1OC1=Cc3c(c(C)nn3C)C(=O)C12C (configuration not stated)	2%	1%	-3.9	11%	-4%	7	-31%	29	2
CCC1CCCCN1C(=O)CSc1nnc(CNC(=O)c2ccco2)o1 (configuration not stated)	-4%	1%	3.2	18%	-6%	-1	4%	-20	7
COc1ccc(OC)c(CCNC(=O)CS(=O)(=O)Cc2nc(-c3cccc(Cl)c3)oc2C)c1	.	.	.	11%	-2%	9	16%	.	.

Continued.
SMILES	PLK1 PBD inh	WRN helicase inh	IL2 activator	GLP-1R inv ag	GLP-1R agonist	DRD3 agonist	HEK293 tox	DRD3 antagonist	PI5P4Ka inh
c1ccc(Sc2ncnc3c2oc2ccccc23)cc1	-2%	-5%	3.2	-18%	13%	10	4%	4	8
O=c1[nH]c2cc(Cl)ccc2n(CCNc2ncc(C(F)(F)F)cc2Cl)c1=O	-7%	-1%	-2.5	0%	-4%	5	9%	-12	8
CCN(CC)CCN(C(=O)c1ccc(S(=O)(=O)N(C)C2CCCCC2)cc1)c1nc2ccc(OC)cc2s1	-3%	4%	-2.9	3%	-4%	-15	-11%	8	-1
Cc1ccc(NC(=O)C(c2ccccc2)C2CCCC2)cc1 (configuration not stated)	3%	-4%	-0.5	?	-3%	4	-15%	5	2
COc1ccc(-n2nnnc2SC(C)C(=O)NCC(=O)Nc2ccc(F)c(F)c2F)cc1 (configuration not stated)	0%	-3%[57.1 µM]	-2.0	?	8%	-2	-25%	1	1
CCCNc1nc(Nc2ccc(C)cc2)nc(N2CCCC2)n1	4%	-8%	-3.2	?	-1%	-5	?	?	6
Cc1n[nH]c(=O)c2c(NC(=O)CSc3ncccn3)oc(C)c12	-9%	-6%	-1.1	21%	0%	-2	16%	26	1
Cc1ccc(S(=O)(=O)N2CCCCC2)cc1NC(=O)C1CC(=O)N(Cc2ccccc2)C1 (configuration not stated)	-11%	5%	-3.3	-27%	3%	-25	9%	1	-9
CC1c2cccn2CCN1S(=O)(=O)c1ccccc1 (configuration not stated)	-4%	-6%	-0.1	6%	3%	-3	1%	-1	-5
CC1CC(C)CN(S(=O)(=O)N2CCCC(C(=O)NCCCN3CCOCC3)C2)C1 (configuration not stated)	-12%	3%[57.1 µM]	-3.2	13%	11%	5	1%	-1	9
O=C(O/N=C(\c1ccccc1)c1ccncc1)c1ccccc1F	-6%	14%	-1.7	23%	9%	10	8%	-9	-8
Cc1ccccc1C(=O)Nc1cccc(-c2cn3ccccc3n2)c1	-9%	-15%	-2.1	-26%	?	1	-4%	4	1
O=C(C=Cc1cccs1)c1cccs1	-7%	-9%	-1.1	?	7%	-15	-10%	24	2
COc1ccc(CCn2c(-c3cc([N+](=O)[O-])cc([N+](=O)[O-])c3)nc3nc4ccccc4nc32)cc1OC	-4%	13%	-0.3	16%	1%	3	-6%	-4	-4
CC1(c2cccc(Br)c2)NC(=O)N(CC(=O)Nc2ccc3c(c2)OCCO3)C1=O (configuration not stated)	-1%	0%	3.8	?	-1%	-2	-3%	-8	-12
COc1ccc(CN(C)Cc2nc(Cc3cccc(F)c3)no2)c2cccnc12	-18%	6%	-0.5	13%	22%	7	-4%	-9	-1
C=CCc1c(C)nc(N2CCSCC2)[nH]c1=O	27µM*	-7%	-0.2	13%	-8%	8	1%	8	-10
CC1=NN(C(N)=S)C(=O)C1N=Nc1ccccc1 (configuration not stated)	3%	5%	-0.2	?	9%	1	?	-7	0
COc1cc(C2c3cc4c(cc3OC(NNC(N)=O)C2C)OCO4)cc(OC)c1OC (configuration not stated)	-14%	3%	-4.6	?	5%	-5	11%	-1	19
Cc1ccc(-c2nc(CS(=O)(=O)CC(=O)N3CCN(C)CC3)c(C)o2)cc1	-3%	10%	-0.9	?	4%	-10	-14%	-2	3
Cc1ccc(C(=O)N[C@H](C(=O)OCc2nnc(-c3ccccc3)o2)C(C)C)cc1	-14%	-13%	3.5	-5%	5%	0	3%	-13	-1
Nc1c(Cl)cc(NC(=O)c2ccccc2C(=O)O)cc1Br	-13%	-6%	-3.2	15%	0%	-16	3%	-22	11
CCc1ccccc1NC(=S)NC1CC2CCC(C1)N2Cc1ccc(F)cc1 (configuration not stated)	1%	-4%	1.3	?	2%	-20	1%	-90*	-8
COc1ccc(CN2CC(C(=O)NCCCN3CCN(Cc4ccccc4)CC3)CC2=O)cc1 (configuration not stated)	1%	1%	0.4	5%	-18%	-19	-8%	-19	-4
CC(Oc1ccc2c3c(c(=O)oc2c1)CCCC3)C(=O)NCc1ccncc1 (configuration not stated)	-10%	-3%	-3.0	37%[activator]	29%	1	-7%	25	-1
